Screening results deposited in PubChem BioAssay by The Scripps Research Institute Molecular Screening Center.
GPR151 activ: activates the human receptor GPR151. Q8TDV0. PathHunter beta-arrestin GPR151 cells, luminescence. activation, % at 11.2 µM. 650,000 compounds, 1% hits; in the data active = activation above about 4.9%;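 note: 0% = median of compound wells and 100% = cells with positive control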
Target sequence (Q8TDV0 whole entry, looked up): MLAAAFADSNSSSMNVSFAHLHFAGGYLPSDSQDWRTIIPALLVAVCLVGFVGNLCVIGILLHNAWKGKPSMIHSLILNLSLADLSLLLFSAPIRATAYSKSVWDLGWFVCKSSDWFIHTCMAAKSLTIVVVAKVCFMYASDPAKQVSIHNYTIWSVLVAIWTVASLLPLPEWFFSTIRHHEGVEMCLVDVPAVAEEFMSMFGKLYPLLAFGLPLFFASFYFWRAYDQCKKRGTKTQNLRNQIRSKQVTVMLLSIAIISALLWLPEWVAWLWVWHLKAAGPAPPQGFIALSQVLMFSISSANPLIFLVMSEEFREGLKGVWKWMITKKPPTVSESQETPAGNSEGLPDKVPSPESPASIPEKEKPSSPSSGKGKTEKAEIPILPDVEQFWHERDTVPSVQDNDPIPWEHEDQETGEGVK
TEAD-YAP inh: TEAD-YAP interaction inhibition; inhibition, % at 9.12 µM; 640,000 compounds, 1.4% hits; HEK-TIYL cells, TEAD-Gal4/YAP UAS-luciferase luminescence; in the data active = inhibition above about 32%;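 note: 0% = median of test compound wells and 100% = reference inhibitor wells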
FBW7 act: human FBW7 E3 ligase activation, primary screen; Q969H0; AlphaScreen FBW7–phospho-cyclin E peptide binding, activator screen; normalized activity (activation), % at 26.1 µM; 650,000 compounds, 0.13% hits; AID 1259310; in the data active = normalized activity above about 1.9%;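 note: purified mutant Fbw7 with reduced substrate affinity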
Target sequence (Q969H0 whole entry, looked up): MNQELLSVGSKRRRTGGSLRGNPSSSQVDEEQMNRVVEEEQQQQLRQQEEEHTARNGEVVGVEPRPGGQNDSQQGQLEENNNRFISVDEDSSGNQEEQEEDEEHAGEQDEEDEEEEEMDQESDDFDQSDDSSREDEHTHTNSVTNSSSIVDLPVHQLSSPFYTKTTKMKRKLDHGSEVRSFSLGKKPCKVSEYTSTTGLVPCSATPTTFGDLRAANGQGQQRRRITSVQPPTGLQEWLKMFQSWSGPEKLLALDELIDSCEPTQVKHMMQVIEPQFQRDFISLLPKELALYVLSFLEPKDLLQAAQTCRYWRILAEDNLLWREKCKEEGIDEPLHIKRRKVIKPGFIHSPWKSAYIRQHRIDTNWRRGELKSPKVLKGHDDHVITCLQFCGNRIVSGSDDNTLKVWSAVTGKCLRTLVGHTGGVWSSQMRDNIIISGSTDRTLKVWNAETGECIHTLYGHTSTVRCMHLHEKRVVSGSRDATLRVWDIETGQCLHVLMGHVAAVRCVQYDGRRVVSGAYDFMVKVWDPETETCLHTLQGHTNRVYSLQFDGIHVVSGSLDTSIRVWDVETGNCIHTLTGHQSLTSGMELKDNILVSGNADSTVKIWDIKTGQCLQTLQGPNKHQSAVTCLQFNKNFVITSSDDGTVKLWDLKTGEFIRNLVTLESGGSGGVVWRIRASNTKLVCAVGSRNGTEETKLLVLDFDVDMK
MITF inh: blocks human microphthalmia-associated transcription factor. AlphaScreen MITF homodimerization, bead proximity signal. inhibition, % at 2.6 µM. O75030. 650,000 compounds, 0.91% hits. AID 1259374; in the data active = inhibition above about 50%;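 note: 0% = vehicle wells with protein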
* hit, by the source's call; nt = not tested or not shown. An unsorted share of the library (roughly 3.5% active in at least one column).

SMILES | GPR151 activ | TEAD-YAP inh | FBW7 act | MITF inh
COC(=O)c1ccccc1NC(=O)c1cccc(C)c1 | 0.6 | -6 | 0.1 | 4
COC(=O)C1CCN(C(=O)c2cc(Cl)ccc2OC)CC1 | 1.7 | 7 | 0.2 | 10
CCOc1ccccc1NC(=O)c1c(NC(=O)c2ccccc2Cl)sc2c1CCCCC2 | -1.0 | 6 | -0.1 | -10
CS(=O)(=O)Nc1ccc(C(=O)Nc2ccc(CSc3ccccc3)cc2)cc1 | -0.8 | -3 | 0.0 | -1
CC(C)(C)C(=O)NC1CCN(C(=O)Nc2ccccc2Cl)CC1 | 0.6 | 1 | 0.1 | 11
Cc1cnc(C)c(-c2cc(F)c3c(c2)CC(CNC(=O)c2ccc4c(c2)OCO4)O3)n1 (stereo not drawn) | 1.6 | 8 | -0.1 | 28
CC1CCCN(C(=O)Cn2ncc3cccn3c2=O)C1 (stereo not drawn) | -0.1 | 3 | -0.1 | -22
CC(=O)c1cccc(-c2nc(NC3CCN(Cc4ccccc4)CC3)c3ncn(C(C)C)c3n2)c1 | 0.6 | 73* | -0.1 | -3
O=c1ccc(-c2cccs2)nn1C1CCCNC1 (stereo not drawn) | 1.1 | 0 | -0.1 | -4
c1ccc(CCNc2nc(-c3ccccc3)nc3ccccc23)cc1 | -1.3 | 3 | -0.1 | 4
CCOC(=O)C(C)Sc1nnc(CSc2ncccn2)n1-c1ccc(F)cc1 (stereo not drawn) | -0.4 | -11 | -0.1 | 7
FC(F)(F)c1ccc(Cn2cnc3c(NC4CC4)nc(NC4CCN(Cc5ccccc5)CC4)nc32)cc1 | -0.2 | 0 | -0.1 | -4
COc1cc(/C=C/C(=O)O)cc(S(=O)(=O)N2CCc3ccccc3C2)c1OC | 1.4 | 4 | 0.0 | 7
NNC(=O)c1n[nH]c2c1CCCC2 | 0.2 | 8 | 0.2 | 5
CCCNC(=O)c1ccc(NS(=O)(=O)c2ccccc2)cc1 | -0.9 | 0 | 0.2 | -1

For reference, some entries already given.
SMILES | GPR151 activ | TEAD-YAP inh | FBW7 act | MITF inh
COC(=O)c1ccccc1NC(=O)c1cccc(C)c1 | 0.6 | -6 | 0.1 | 4
COC(=O)C1CCN(C(=O)c2cc(Cl)ccc2OC)CC1 | 1.7 | 7 | 0.2 | 10
CCOc1ccccc1NC(=O)c1c(NC(=O)c2ccccc2Cl)sc2c1CCCCC2 | -1.0 | 6 | -0.1 | -10
CS(=O)(=O)Nc1ccc(C(=O)Nc2ccc(CSc3ccccc3)cc2)cc1 | -0.8 | -3 | 0.0 | -1
CC(C)(C)C(=O)NC1CCN(C(=O)Nc2ccccc2Cl)CC1 | 0.6 | 1 | 0.1 | 11
Cc1cnc(C)c(-c2cc(F)c3c(c2)CC(CNC(=O)c2ccc4c(c2)OCO4)O3)n1 (stereo not drawn) | 1.6 | 8 | -0.1 | 28
CC1CCCN(C(=O)Cn2ncc3cccn3c2=O)C1 (stereo not drawn) | -0.1 | 3 | -0.1 | -22

The list goes on:
SMILES | GPR151 activ | TEAD-YAP inh | FBW7 act | MITF inh
Cc1cc(C)c(CN2CCOCC2)c(O)c1 | -1.1 | 13 | 0.2 | 5
CC1=C(NCCc2ccccc2)CCC1=O | 0.7 | 6 | 0.8 | 61*
O=C(CCc1c[nH]c2ccccc12)NNC(=O)Cn1nnc(-c2ccccc2)n1 | -1.0 | 11 | -0.1 | -3
O=C(c1cccc(Br)c1)N1CCN(S(=O)(=O)c2ccc(Cl)cc2)CC1 | -1.9 | 1 | -0.1 | 3
Cc1nccn1CC(=O)N/N=C/c1ccccc1O | 0.8 | 7 | -0.1 | 16
CC(=O)NCCNC(=O)C1(c2ccccc2)CC1 | 0.6 | 0 | 0.0 | 6
COc1ccc(CC(=O)N2CCN(c3nccn3C)CC2)cc1 | -1.6 | -2 | -0.1 | -7
CCN1C(=O)NC(c2cc(C)ccc2C)C(C(=O)OC)=C1C (stereo not drawn) | -0.5 | 5 | 0.0 | 11
O=C(NCc1cccc(C(F)(F)F)c1)c1ccc2nc(Nc3ncccn3)sc2c1 | -0.2 | -9 | 0.4 | 5
CN(c1ccccc1)C(c1ccc(F)cc1)c1nnnn1CC1CCCO1 (stereo not drawn) | -1.5 | 6 | 0.0 | 21
CCOC(=O)C1=C(C)N=c2s/c(=C\c3ccc(OCc4ccc([N+](=O)[O-])cc4)cc3)c(=O)n2C1c1ccc(N(C)C)cc1 (stereo not drawn) | 0.7 | -8 | 0.0 | -6
COc1ccccc1CNC(=O)CSc1nnc2c3ccccc3n(C)c2n1 | -0.6 | -1 | 0.4 | 13
Cc1cc(N2C(=O)CC(N3CCC(C(=O)N4CCOCC4)CC3)C2=O)no1 (stereo not drawn) | -0.4 | -8 | 0.1 | 8
Cc1nn(-c2nc3c(c(=O)n(Cc4ccc(F)cc4)c(=O)n3C)n2C)c(C)c1C | 0.7 | -2 | -0.1 | 5
CC1=C(C/C=C(\C)CCCC(C)CCCC(C)CCCC(C)C)C(=O)c2ccccc2C1=O (stereo not drawn) | 0.0 | nt | 0.0 | 2
c1ccc(N2CCN(CN3CCN(c4ccccc4)CC3)CC2)cc1 | 2.3 | 5 | -0.1 | -16
CCC(C)NC(=O)COc1ccc(OC)cc1 (stereo not drawn) | 0.2 | -5 | 0.1 | -4
COc1ccc(CC(=O)Nc2cc(Nc3ccccc3C(=O)NC[C@H](O)C(=O)N(C)C)ccn2)cc1 | 0.1 | -3 | -0.1 | 27
Cc1ccc(CNC(=O)C(=O)Nc2cccc(C)c2)cc1 | -0.1 | -6 | 0.1 | 18
COc1ccc(C(=O)Nc2nc3ccccc3s2)cc1 | -3.7 | 22 | -0.1 | -11
O=C(Nc1nc(-c2cccnc2)cs1)c1ccc(Br)s1 | -1.1 | 7 | -0.1 | 14
C[C@@H](O)[C@@H]1NC(=O)[C@@H]2C[C@H](NC(=O)Nc3cccc4ccccc34)CN2C1=O | -0.4 | 8 | -0.1 | 18
NC(=O)N/N=C/c1ccccc1Br | 0.9 | 1 | 0.1 | 9
COc1ccccc1/C=C/C(=O)N1CCOCC1 | -0.1 | -3 | -0.1 | -3
CCN(CC)c1ccc2cc(-c3nc(-c4ccc(OC)cc4)cs3)c(=O)oc2c1 | 0.7 | -1 | 0.0 | -13
Cc1cccc(C)c1OCCOc1ccccc1C=C1C(=O)NC(=O)NC1=O | 0.7 | -3 | 0.1 | -8
Cc1nc(N=C(NC(=O)Nc2ccccc2)NC(=O)Nc2ccccc2)nc2ccccc12 | -1.0 | -15 | 0.2 | 4
Cc1ncc(CO)c2c1Oc1nc(-c3ccccc3F)nc(SCC(N)=O)c1C2 | -1.1 | -11 | 0.4 | 4
CN1CCN(CCOc2ccc(Cl)cc2C(C)(C)C)CC1 | -1.7 | 1 | 0.0 | 79*
COc1ccc(C(=O)Nc2c3c(nn2-c2ccc(F)cc2)CSC3)cc1 | 0.1 | 2 | 0.0 | -7
CCCCCNS(=O)(=O)c1ccccc1[N+](=O)[O-] | 0.0 | -7 | -0.3 | 3
COc1ccc(NC(=O)C2CCCNC2)cc1OCC(C)C (stereo not drawn) | 0.1 | 12 | 0.2 | -2
CN1C(=O)CC(CC(=O)N2CCC(Oc3ccc(F)cc3)CC2)(c2cccc(F)c2)C1=O (stereo not drawn) | 0.7 | -33 | 0.0 | -6
O=C(O)C1C2CC2CN1C(=O)c1ccc(F)cc1 (stereo not drawn) | -2.0 | -5 | 0.2 | 19
CC(C)n1cnc2c(NCCc3ccc(O)cc3)nc(-c3cccc(N)c3)nc21 | -0.1 | 12 | 0.1 | 8
O=C(Nc1ccc2c(c1)CCC2)c1cc(N2CCOCC2)nc2ccccc12 | 0.1 | 4 | -0.1 | 5
Cc1cc(C(=O)NC(C)c2ccc(C)c(C)c2)no1 (stereo not drawn) | 1.3 | 8 | -0.2 | -3
COc1ccc(NS(=O)(=O)c2cc3c(cc2C)N(C)CCO3)cc1 | -1.1 | 5 | 0.5 | 12
COC(=O)C1=C(C)N=c2s/c(=C\c3cc(Br)ccc3OC(C)=O)c(=O)n2C1c1ccccc1 (stereo not drawn) | -1.0 | -4 | 0.2 | -4
CCn1c(SCC(=O)Nc2cccc(Cl)c2)nc2c1c(=O)n(C)c(=O)n2C | 0.6 | 9 | 0.1 | -9
N#CC(C#N)C(c1ccc(F)cc1)C1C(=O)NN=C1c1ccccc1 (stereo not drawn) | 1.4 | 1 | 0.5 | 10
CN(C)CC(C)(C)NS(=O)(=O)c1ccc(Cl)cc1 | 3.3 | -9 | -0.3 | 1
CC(C)CNC(=O)c1ccccc1Oc1ccccc1 | -1.2 | -8 | 0.8 | 6
Cc1cc(C)c(OCCN2CCOCC2)c(Cl)c1 | -0.8 | 6 | 0.6 | 54*
CC1CC(Nc2ncnc3nc[nH]c23)CC(C)(C)C1 (stereo not drawn) | 1.4 | -2 | 0.4 | 2
C/C(=N\NC(=O)c1ccc(N)cc1)c1ccc(-n2ccnc2)cc1 | -1.2 | -15 | -0.1 | -1
CCCN1CCC(NCc2cccc(Br)c2)CC1 | 0.1 | 9 | -0.3 | 22
O=C(C(O)c1ccc(Br)cc1)N1CCC(Oc2ccc3cnccc3c2)CC1 (stereo not drawn) | 1.0 | -2 | -0.1 | 6
C=CCNC(=O)Cn1nc(-c2ccc(F)cc2)ccc1=O | 1.6 | -1 | -0.4 | 12
O=C(O)c1c(CNCc2ccccn2)c2ccccc2n1Cc1ccccc1Cl | 0.5 | 9 | 0.0 | 29
COCCC1CCCCN1Cc1nc(-c2ccc(OC)cc2)no1 (stereo not drawn) | -1.8 | 0 | 0.1 | 1
Cc1ccccc1CN1CCN(S(=O)(=O)c2ccc([N+](=O)[O-])cc2)CC1 | -0.6 | 4 | -0.1 | 71*
OCC1CCCN1c1nc(Nc2ccccc2)c2ncn(-c3ccsc3)c2n1 (stereo not drawn) | -0.7 | 36* | -0.1 | 3
CC(NC(=O)C(=O)NC(C)C1COc2ccccc2O1)C1COc2ccccc2O1 (stereo not drawn) | 1.4 | 9 | -0.2 | 5
O=C(CSc1ncn[nH]1)N1CCN(S(=O)(=O)c2ccc(Cl)cc2)CC1 | 0.0 | -3 | 0.1 | 1
Brc1cnc(OCc2ccccc2)nc1OCc1ccccc1 | -1.3 | 5 | 0.1 | 3
COc1ccc(Cl)cc1N1C(=O)CC(NNC(=O)c2ccc(C(C)(C)C)cc2)C1=O (stereo not drawn) | 0.9 | -4 | 0.0 | 7
CN1CCN(S(=O)(=O)c2ccc(C(=O)NN)cc2)CC1 | -0.8 | 6 | 0.3 | 0
O=C1NC(=O)C(=Cc2cn(-c3ccccc3)nc2-c2ccccc2Cl)C(=O)N1 | 0.5 | -3 | -0.5 | -2
COc1cc(C=O)ccc1Oc1ncccc1[N+](=O)[O-] | 8.0* | 7 | -0.1 | -3
New compounds follow:
SMILES | GPR151 activ | TEAD-YAP inh | FBW7 act | MITF inh
Cc1ccc(N2C(=O)Cc3c2nc(N)c2c(N)nc(N4CCCC4)c(C#N)c32)cc1C | 1.3 | 11 | -0.2 | 9
COc1cc(C=C2C(=O)NC(=O)NC2=O)ccc1OCCOc1cc(C)cc(C)c1 | 0.6 | 3 | 0.3 | -6
CC(=O)NC1=NC(=O)/C(=C\c2ccc(N(C)C)cc2)S1 | -0.7 | -1 | -0.1 | 3
COc1ccccc1OCc1ccc(C(=O)O)o1 | -3.5 | 3 | 0.1 | 6
CCC(C)OC(=O)C1=C(C)NC2=C(C(=O)CC(c3ccc(Cl)cc3)C2)C1c1ccc(Cl)c(Cl)c1 (stereo not drawn) | -0.6 | -2 | 0.2 | 12
CC(=O)N1CCN(c2nc(-c3ccc(C)cc3)nc3sc4c(c23)CCCC4)CC1 | 0.2 | 0 | -0.1 | -22
O=C(C[n+]1ccc(-c2nnc3n2CCCCC3)cc1)c1ccccc1 | -1.3 | -4 | 0.1 | 6
O=C(NNS(=O)(=O)c1ccc([N+](=O)[O-])cc1)Nc1cccc(C(F)(F)F)c1 | 0.5 | 13 | 0.1 | 19
COc1ccc(CNC(=O)Cn2nc(C)c([N+](=O)[O-])c2C)cc1 | 0.2 | -6 | -0.1 | 11
CCCCN(C)C(=O)c1nc2ccccn2c1CN1CCC(C(=O)OCC)CC1 | -0.7 | -6 | 0.1 | 2
COc1ccccc1CCc1nnc(CCC(=O)NC(C)Cc2cccs2)o1 (stereo not drawn) | -1.5 | 14 | -0.1 | 3
O=C(Nc1cccc(C(=O)Nc2cccc(Cl)c2)c1)c1ccc(F)cc1 | -0.9 | 10 | 0.1 | 1
COC(=O)c1ccc(C2C3=C(CC(c4ccc(OC)cc4)CC3=O)Nc3ccccc3N2C(=O)C2CC2)cc1 (stereo not drawn) | -0.3 | 2 | -0.1 | -11
COc1ccc(-c2cc(C(F)(F)F)n3nc(C(=O)N4CCN(c5ccccc5)CC4)cc3n2)cc1OC | -0.7 | -6 | 0.1 | 14
O=C(COc1ccc(Cl)cc1)Nc1ccc(Cl)cn1 | -0.1 | -31 | 0.3 | 14

A different layout for some results above.
C/C(=N\NC(=O)c1ccc(N)cc1)c1ccc(-n2ccnc2)cc1
- GPR151 activ: -1.2
- TEAD-YAP inh: -15
- FBW7 act: -0.1
- MITF inh: -1
CCCN1CCC(NCc2cccc(Br)c2)CC1
- GPR151 activ: 0.1
- TEAD-YAP inh: 9
- FBW7 act: -0.3
- MITF inh: 22

Next section
SMILES | GPR151 activ | TEAD-YAP inh | FBW7 act | MITF inh
N#Cc1ccc(CS(=O)(=O)c2nnnn2C2CCCCC2)cc1 | 0.8 | nt | 0.2 | 6
CCCCOCCNC(=O)c1ccc(I)cc1 | -1.1 | -22 | 0.0 | -3
CCN(CC)C(=O)Cn1nc2c(C)cc3ccccc3n2c1=O | -0.7 | -11 | 0.5 | 1
CC(=O)N1CCc2c(sc(NC(=O)C3CC3)c2C(N)=O)C1 | -0.4 | 12 | 0.0 | 4
